SR-BI DiI inh – inhibitors of SR-BI mediated HDL lipid uptake, primary screen, ldlA[mSR-BI] cells, fluorescence, single point; Scavenger receptor class B member 1 (Mus musculus), Q61009; ldlA[mSR-BI] CHO cells, DiI-HDL uptake fluorescence, 3 h; inhibition, % at 12.5 µM; 320,000 compounds, 0.96% hits; AID 488896, 2010;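 active = mean replicate inhibition of at least 70% and a set share of replicates each scoring 70 or more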;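 note: 0% = median of neutral control wells and 100% = median of positive control wells; values of inactives mirror those of a sister screen read the other way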
C-LANA FP – inhibitors of KSHV C-LANA binding to DNA, primary screen, biochemical, fluorescence polarization, FAM-LBS DNA, MBP-C-LANA, single point. Kaposi's sarcoma herpesvirus LANA C-terminal domain (residues 932-1162) DNA binding. inhibition, % at 9 µM. 340,000 compounds, 0.078% hits. AID 504423, 2011;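 active = highest replicate inhibition at or above 60% at 9 µM, even if other replicates fall short; inactive = all replicates below 60% inhibition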;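 note: 0% = neutral control wells and 100% = 4 µM acridine orange control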
PvdQ acylase – P. aeruginosa PvdQ acylase inhibitors, primary screen, biochemical, fluorescence, plate reader and imaging, single point | PvdQ acylase [Pseudomonas aeruginosa LESB58] | purified PvdQ acylase | inhibition, % at 10 µM | 340,000 compounds, 0.063% hits | AID 488965, 2010; in the data active = inhibition above about 30%, passing the limit was not always enough;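 note: 0% = vehicle neutral wells and 100% = reference inhibitor wells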
NSD2 inh – NSD2 histone methyltransferase inhibitors, primary screen, biochemical, AlphaScreen, single concentration, set 2 | Histone-lysine N-methyltransferase NSD2 (Homo sapiens), O96028 | 310,000 compounds, 0.54% hits | NSD2 peptide methylation, 120 min | inhibition, % at 12.5 µM; in the data active = inhibition above about 50%
PKA-R2B act – activators of PKA-R2B holoenzyme, primary screen, biochemical, fluorescence polarization, Cy5-IP20, human | cAMP-dependent protein kinase catalytic subunit beta (Homo sapiens) + cAMP-dependent … | PKA-R2B holoenzyme dissociation; R2B truncated from residue 108, S112A mutant; 0% DMSO only, 100% 113 µM cGMP | activation, % at 11.4 µM | 340,000 compounds, 0.079% hits | AID 504700, 2011;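 active = activation above a cutoff set at the mean over all compounds plus 3 SD, cut at about 18% in these data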;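 note: higher means more holoenzyme dissociation and a rise in polarization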
Target sequence (P31323 whole entry, looked up, other chains not shown, the tested form may be a part): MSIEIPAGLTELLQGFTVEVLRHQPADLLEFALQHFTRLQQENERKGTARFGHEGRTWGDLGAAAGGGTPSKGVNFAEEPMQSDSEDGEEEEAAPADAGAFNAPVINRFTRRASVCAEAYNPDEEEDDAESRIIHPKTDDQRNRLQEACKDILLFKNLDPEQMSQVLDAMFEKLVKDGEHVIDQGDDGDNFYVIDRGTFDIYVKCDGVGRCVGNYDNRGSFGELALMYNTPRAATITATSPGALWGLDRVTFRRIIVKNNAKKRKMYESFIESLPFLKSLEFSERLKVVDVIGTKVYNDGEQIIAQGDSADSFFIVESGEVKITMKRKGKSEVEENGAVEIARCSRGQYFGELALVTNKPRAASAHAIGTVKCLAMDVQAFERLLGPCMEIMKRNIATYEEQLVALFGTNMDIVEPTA
SR-BI DiI-HDL act – activators of SR-BI mediated DiI-HDL uptake, primary screen, ldlA[mSR-BI] CHO cells, DiI fluorescence; activation, % at 12.5 µM; AID 504775, 2011; 3 h; 100 = double the neutral-control signal; 320,000 compounds, 0.096% hits;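 active = mean replicate activation of at least 60% and every replicate at or above 60%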;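 note: 0% = median plate neutral-control signal and 100% = twice that signal; values of inactives mirror those of a sister screen read the other way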
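System: CHO ldlA[mSR-BI] cells / Medium: HEPES-buffered (25 mM, pH 7.4) F12 plus 0.5% BSA / Probe or stimulus: labelled HDL, 10 µg/mL / Doses: single compound concentration, delivered by pin transfer / Schedule: 3 h, 37 °C / Measured by: DiI fluorescence, bottom read / Measure: cell-associated DiI fluorescence as measure of HDL uptake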
Arrestin-AP2 inh – inhibitors of beta-arrestin/AP2 binding, primary screen, biochemical, GPCR trafficking, flow cytometry | FITC-arrestin peptide / GST-AP2 beads; AP2 beta2 appendage carries R879A mutation | AID 504490, 2011 | 340,000 compounds, 0.31% hits | beta-arrestin 1 C-terminal peptide binding to AP2 beta2-adaptin appendage (human) | inhibition, % at 10 µM;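 active = inhibition above a set limit, near 3 SD of compounds lacking own fluorescence, cut at about 54% in these data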;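 note: plate controls were DMSO wells for no effect and 5 µM unlabelled arrestin peptide for full effect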
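System: GST-AP2 R879A bound to glutathione beads, E. coli-expressed. Also added: 50 nM FITC-arrestin peptide. Schedule: compound with beads 12 min RT, then probe 1 h RT. Signal: bead flow cytometry, FITC channel. Read-out basis: percent response.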
RTF Ca sens inh – cardiac RTF calcium sensitivity inhibitors, primary screen, biochemical, IANBD-TnC fluorescence, EC70 calcium | Troponin I, cardiac muscle (Homo sapiens) + Troponin T, cardiac muscle (Homo sapiens) + … | IANBD-labeled cardiac RTF, Ca2+ fluorescence | inhibition, % at 7.15 µM | 340,000 compounds, 0.12% hits | AID 493244, 2011;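 active = inhibition above the mean inhibition of all tested compounds plus 3 SD, cut at about 17% in these data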;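 note: assay run at fixed EC70 calcium of 1.6 mM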
Keap1-Nrf2 PPI – Keap1-Nrf2 protein-protein interaction inhibitors, primary screen, biochemical, fluorescence polarization, single point | Kelch-like ECH-associated protein 1 (Homo sapiens), Q14145 | Keap1 Kelch-Nrf2 peptide fluorescence polarization, 1536-well | inhibition, % at 9.4 µM | 340,000 compounds, 0.15% hits; in the data active = inhibition above about 12%;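 note: human Keap1 Kelch domain with fluorescein labeled Nrf2 9mer peptide probe; 0% = neutral control wells and 100% = peptide positive control; higher means more block of Keap1 binding to Nrf2 peptide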
DAGLB inh – DAGLB lipase inhibitors, primary screen, biochemical, fluorescence, HTS; Diacylglycerol lipase-beta (Homo sapiens), Q8NCG7; HEK293T DAGLB membrane lysate, EnzChek fluorogenic substrate; inhibition, % at 5.17 µM; 340,000 compounds, 0.059% hits; AID 504411, 2011; in the data active = inhibition above about 34%;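 note: 0% = enzyme with vehicle and 100% = wells lacking enzyme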
Target sequence (Q8NCG7 whole entry, looked up): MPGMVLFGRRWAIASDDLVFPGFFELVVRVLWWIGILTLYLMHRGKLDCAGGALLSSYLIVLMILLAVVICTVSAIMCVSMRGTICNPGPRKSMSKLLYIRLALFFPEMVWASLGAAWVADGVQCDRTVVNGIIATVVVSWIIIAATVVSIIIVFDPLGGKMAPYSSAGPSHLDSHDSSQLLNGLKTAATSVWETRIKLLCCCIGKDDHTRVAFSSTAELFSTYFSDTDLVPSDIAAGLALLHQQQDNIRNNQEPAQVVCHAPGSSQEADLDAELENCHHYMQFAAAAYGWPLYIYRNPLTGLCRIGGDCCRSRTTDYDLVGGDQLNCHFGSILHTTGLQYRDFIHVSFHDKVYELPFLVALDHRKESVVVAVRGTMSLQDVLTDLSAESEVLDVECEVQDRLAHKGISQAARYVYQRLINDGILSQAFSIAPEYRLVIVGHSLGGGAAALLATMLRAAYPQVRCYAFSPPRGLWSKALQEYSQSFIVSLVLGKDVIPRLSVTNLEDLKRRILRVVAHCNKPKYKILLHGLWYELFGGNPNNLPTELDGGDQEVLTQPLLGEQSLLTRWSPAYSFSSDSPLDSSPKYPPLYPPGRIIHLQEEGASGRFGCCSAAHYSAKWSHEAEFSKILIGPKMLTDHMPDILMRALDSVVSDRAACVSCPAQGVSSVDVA
Active calls of the source: *.

Screening CC1=NNC(=O)C(CC(=O)Nc2ccc(Cl)c(Cl)c2)C1 (configuration not stated) returned SR-BI DiI inh 8, C-LANA FP 1.1, PvdQ acylase -11, NSD2 inh -2, PKA-R2B act -2, SR-BI DiI-HDL act -8, Arrestin-AP2 inh 9, RTF Ca sens inh -6, Keap1-Nrf2 PPI 2 and DAGLB inh -2.
`CCN(C(=O)CCS(=O)(=O)c1cccc2nonc12)c1ccc(C)c(C)c1` gave SR-BI DiI inh 6, C-LANA FP 0.7, PvdQ acylase -10, NSD2 inh 0, PKA-R2B act 0, SR-BI DiI-HDL act -6, Arrestin-AP2 inh -5, RTF Ca sens inh -5, Keap1-Nrf2 PPI -1 and DAGLB inh -1.
For CCOC(=O)C1(Cc2cccc(Cl)c2)CCCN(C(=O)c2ccc(COC)s2)C1 (configuration not stated) the results were SR-BI DiI inh 29, C-LANA FP 1.7, PvdQ acylase -10, NSD2 inh -3, PKA-R2B act 4, SR-BI DiI-HDL act -29, Arrestin-AP2 inh 3, RTF Ca sens inh -6, Keap1-Nrf2 PPI 4 and DAGLB inh -4.
For CC1CCCCC1NC(=O)CSc1nnc(CC(=O)Nc2ccccc2F)n1C (configuration not stated) the results were C-LANA FP -0.5, PvdQ acylase -3, NSD2 inh 6, PKA-R2B act -6, Arrestin-AP2 inh 24, RTF Ca sens inh 2, Keap1-Nrf2 PPI 0 and DAGLB inh 0.
For COc1ccc2nc(Nc3nc(CSc4nnnn4-c4ccccc4)cc(=O)[nH]3)nc(C)c2c1 the results were SR-BI DiI inh 8, C-LANA FP 1.5, PvdQ acylase -1, NSD2 inh -2, PKA-R2B act -1, SR-BI DiI-HDL act -8, Arrestin-AP2 inh 2, RTF Ca sens inh -4, Keap1-Nrf2 PPI 2 and DAGLB inh -1.
COc1cc(-c2c(C#N)c(N)nc3c2CCCC3)ccc1O was read as SR-BI DiI inh 29, C-LANA FP -1.9, PvdQ acylase -9, NSD2 inh -1, PKA-R2B act 1, SR-BI DiI-HDL act -29, Arrestin-AP2 inh 15, RTF Ca sens inh -12, Keap1-Nrf2 PPI 0 and DAGLB inh 0.
`COC(=O)c1ccc2c(c1)sc(=NC(=O)CCS(=O)(=O)c1ccccc1)n2C` gave SR-BI DiI inh 24, C-LANA FP -0.6, PvdQ acylase -10, NSD2 inh -1, PKA-R2B act -5, SR-BI DiI-HDL act -24, Arrestin-AP2 inh 3, RTF Ca sens inh -10, Keap1-Nrf2 PPI -18 and DAGLB inh -5.
Screening O=C(CCn1cnnn1)Nc1cccc(F)c1 returned SR-BI DiI inh -30, C-LANA FP 0.2, PvdQ acylase -18, NSD2 inh -3, PKA-R2B act -4, SR-BI DiI-HDL act 30, Arrestin-AP2 inh -2, RTF Ca sens inh -9, Keap1-Nrf2 PPI -4 and DAGLB inh -2.
Nc1nonc1/C(=N/O)N1CCN(CCO)CC1 was read as SR-BI DiI inh -18, C-LANA FP -2.4, PvdQ acylase -12, NSD2 inh -1, PKA-R2B act -16, SR-BI DiI-HDL act 18, Arrestin-AP2 inh 3, RTF Ca sens inh -6, Keap1-Nrf2 PPI -7 and DAGLB inh 2.
For CC(c1nccs1)N(C)C(=O)CCc1nnc(-c2ccc(-c3ccccc3)cc2)o1 (configuration not stated) the results were SR-BI DiI inh 9, C-LANA FP 0.6, PvdQ acylase -2, NSD2 inh 19, PKA-R2B act 2, SR-BI DiI-HDL act -9, Arrestin-AP2 inh 33, RTF Ca sens inh 2, Keap1-Nrf2 PPI 6 and DAGLB inh -3.
CCN(CC)C(=O)c1ccc2c(c1)N(Cc1ccccc1)C(=O)CS2=O (configuration not stated) was read as SR-BI DiI inh 1, C-LANA FP 1.1, PvdQ acylase -16, PKA-R2B act -8, SR-BI DiI-HDL act -1, Arrestin-AP2 inh 0, RTF Ca sens inh 0, Keap1-Nrf2 PPI 5 and DAGLB inh 0.
`COc1ccccc1CNC(=O)C(NS(=O)(=O)c1cccc2nsnc12)C(C)C` (configuration not stated) gave SR-BI DiI inh -8, C-LANA FP -1.3, PvdQ acylase -3, NSD2 inh 0, PKA-R2B act 11, SR-BI DiI-HDL act 8, Arrestin-AP2 inh 25, RTF Ca sens inh -19, Keap1-Nrf2 PPI -3 and DAGLB inh 1.
Screening CCOc1ccc2c(=O)c(-c3ccc4c(c3)OCCCO4)c(C)oc2c1 returned SR-BI DiI inh 0, C-LANA FP -0.4, PvdQ acylase 0, NSD2 inh -3, PKA-R2B act 3, SR-BI DiI-HDL act 0, Arrestin-AP2 inh -8, RTF Ca sens inh 15, Keap1-Nrf2 PPI 2 and DAGLB inh -3.
Screening Cc1ccccc1SCC(=O)OCC(=O)Nc1sccc1C(N)=O returned SR-BI DiI inh -5, C-LANA FP 0.5, PvdQ acylase -6, NSD2 inh 3, PKA-R2B act -6, SR-BI DiI-HDL act 5, Arrestin-AP2 inh 4, RTF Ca sens inh -11, Keap1-Nrf2 PPI 0 and DAGLB inh 1.
Screening C[C@@]12C(=O)N(Cc3ccccc3)CC(=O)N1[C@H](/C=C/c1ccccc1)[C@@H]1C(=O)N(c3ccccc3)C(=O)[C@@H]12 returned SR-BI DiI inh -8, C-LANA FP -0.2, PvdQ acylase -8, PKA-R2B act -5, SR-BI DiI-HDL act 8, Arrestin-AP2 inh -13, RTF Ca sens inh 11, Keap1-Nrf2 PPI 1 and DAGLB inh 1.
Screening COc1ccccc1/C=C/c1nc(S(=O)(=O)c2ccccc2)c(NCCN(C)C)o1 returned SR-BI DiI inh -15, C-LANA FP 0.4, PvdQ acylase -6, NSD2 inh -5, PKA-R2B act -7, SR-BI DiI-HDL act 15, Arrestin-AP2 inh -3, RTF Ca sens inh -5, Keap1-Nrf2 PPI -4 and DAGLB inh -1.
`COC(=O)C(Cc1cnc(Cl)s1)(C(=O)OC)c1ccc([N+](=O)[O-])cc1[N+](=O)[O-]` gave SR-BI DiI inh 22, C-LANA FP -0.9, PvdQ acylase -1, NSD2 inh 9, PKA-R2B act -13, SR-BI DiI-HDL act -22, Arrestin-AP2 inh -4, RTF Ca sens inh -2, Keap1-Nrf2 PPI -8 and DAGLB inh 1.
Screening CCCC(C)NC(=O)c1cccc(Oc2ccccc2)c1 (configuration not stated) returned SR-BI DiI inh -18, C-LANA FP 0.9, PvdQ acylase 11, NSD2 inh -4, PKA-R2B act -3, SR-BI DiI-HDL act 18, Arrestin-AP2 inh 21, RTF Ca sens inh -6, Keap1-Nrf2 PPI 1 and DAGLB inh -10.
Screening CCOC(=O)c1c(C)[nH]c(C(=O)COC(=O)[C@H](C)N2C(=O)C3CCCCC3C2=O)c1C (some centres not stated) returned C-LANA FP -2.5, PvdQ acylase -5, NSD2 inh 0, PKA-R2B act 1, Arrestin-AP2 inh 1, RTF Ca sens inh -1, Keap1-Nrf2 PPI -3 and DAGLB inh 0.
For Cc1cccc(-n2c(O)c(C=Nc3ccccc3-c3n[nH]c(=S)[nH]c3=O)c3ccccc3c2=O)n1 the results were C-LANA FP 0.3, PvdQ acylase -9, NSD2 inh 3, PKA-R2B act 7, Arrestin-AP2 inh 8, RTF Ca sens inh -2, Keap1-Nrf2 PPI -9 and DAGLB inh 4.

3 entries drawn at random from the list so far:
Screening CCOC(=O)c1c(C)[nH]c(C(=O)COC(=O)[C@H](C)N2C(=O)C3CCCCC3C2=O)c1C (some centres not stated) returned C-LANA FP -2.5, PvdQ acylase -5, NSD2 inh 0, PKA-R2B act 1, Arrestin-AP2 inh 1, RTF Ca sens inh -1, Keap1-Nrf2 PPI -3 and DAGLB inh 0.
CCN(CC)C(=O)c1ccc2c(c1)N(Cc1ccccc1)C(=O)CS2=O (configuration not stated) was read as SR-BI DiI inh 1, C-LANA FP 1.1, PvdQ acylase -16, PKA-R2B act -8, SR-BI DiI-HDL act -1, Arrestin-AP2 inh 0, RTF Ca sens inh 0, Keap1-Nrf2 PPI 5 and DAGLB inh 0.
COc1cc(-c2c(C#N)c(N)nc3c2CCCC3)ccc1O was read as SR-BI DiI inh 29, C-LANA FP -1.9, PvdQ acylase -9, NSD2 inh -1, PKA-R2B act 1, SR-BI DiI-HDL act -29, Arrestin-AP2 inh 15, RTF Ca sens inh -12, Keap1-Nrf2 PPI 0 and DAGLB inh 0.

Next results:
`COc1ccc(-c2noc(CN3CCN(C(=O)c4cccs4)CC3)n2)c(OC)c1OC` gave SR-BI DiI inh 1, C-LANA FP 0.9, PvdQ acylase -2, NSD2 inh 2, PKA-R2B act 5, SR-BI DiI-HDL act -1, Arrestin-AP2 inh 12, RTF Ca sens inh -3, Keap1-Nrf2 PPI 1 and DAGLB inh -2.
`Cc1cc(=O)oc2cc(OCC(=O)N3CCN(c4ccc(F)cc4)CC3)ccc12` gave SR-BI DiI inh 36, C-LANA FP 0.9, PvdQ acylase -16, NSD2 inh 2, PKA-R2B act -2, SR-BI DiI-HDL act -36, Arrestin-AP2 inh -7, RTF Ca sens inh -5, Keap1-Nrf2 PPI -5 and DAGLB inh 2.
O=C(COC(=O)Cc1c(F)cccc1Cl)NCc1ccc2c(c1)OCO2 was read as SR-BI DiI inh 3, C-LANA FP -2.4, PvdQ acylase -3, NSD2 inh -3, PKA-R2B act -1, SR-BI DiI-HDL act -3, Arrestin-AP2 inh 7, RTF Ca sens inh -2, Keap1-Nrf2 PPI 4 and DAGLB inh -1.
For Cn1cnnc1SCC(=O)Nc1ccc2nc(SCc3cccc4ccccc34)sc2c1 the results were SR-BI DiI inh 20, C-LANA FP 7.6, PvdQ acylase -16, NSD2 inh -1, PKA-R2B act 6, SR-BI DiI-HDL act -20, Arrestin-AP2 inh -4, RTF Ca sens inh 1, Keap1-Nrf2 PPI -4 and DAGLB inh 2.

Screening data (PubChem BioAssay)
